MDM2 E3 inh – MDM2-luciferase reporter signal enhancers, primary screen, MDM2 E3 ligase inhibitor project, cell-based, luminescence, 1536-well | E3 ubiquitin-protein ligase Mdm2 (Homo sapiens), Q00987 | cell-based MDM2 ubiquitination luciferase reporter, 2 h; 0 = plate control, 100 = twice control, blank-subtracted | signal enhancement, % at 5 µM | 210,000 compounds, 0.11% hits | AID 1230, 2008;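 active = signal enhancement of 30% or more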;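 note: luminescence tracks abundance of the self-degrading MDM2-luciferase fusion protein; higher signal means inhibition of MDM2 E3 ligase activity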
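Material: Stable MDM2–luciferase fusion reporter cells | Amount: 2000 cells seeded into each well | Dosing: One concentration, 5 µM, with 0.2% DMSO | Incubation: 4 h cell settling then 2 h compound exposure, 37 °C | Measured by: Luciferase luminescence | Read-out basis: % enhancement relative to plate controls after blank subtraction | Benchmarks: Control and blank well means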
FXIIa inh 1536 – human FXIIa protease inhibitors, primary screen, biochemical, 1536-well | 220,000 compounds, 0.3% hits | purified FXIIa, Boc-QGR-AMC fluorogenic substrate, 2 h | inhibition, % at 5 µM; in the data active = inhibition above about 40%;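 note: 0% = enzyme with no compound and 100% = blank without enzyme; many of its hits are not listed in these tables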
Target sequence (P00748 20-372 limits assumed): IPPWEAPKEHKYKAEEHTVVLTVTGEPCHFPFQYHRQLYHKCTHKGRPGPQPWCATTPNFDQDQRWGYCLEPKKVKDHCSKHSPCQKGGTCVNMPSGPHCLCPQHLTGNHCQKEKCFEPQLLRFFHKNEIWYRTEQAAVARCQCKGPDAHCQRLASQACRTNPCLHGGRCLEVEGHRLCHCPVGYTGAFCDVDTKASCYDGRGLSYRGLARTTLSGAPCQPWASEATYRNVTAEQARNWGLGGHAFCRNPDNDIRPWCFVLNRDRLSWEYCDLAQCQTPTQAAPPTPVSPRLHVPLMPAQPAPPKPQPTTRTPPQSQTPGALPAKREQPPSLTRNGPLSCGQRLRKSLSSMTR
Target sequence (P00748 373-615 limits assumed): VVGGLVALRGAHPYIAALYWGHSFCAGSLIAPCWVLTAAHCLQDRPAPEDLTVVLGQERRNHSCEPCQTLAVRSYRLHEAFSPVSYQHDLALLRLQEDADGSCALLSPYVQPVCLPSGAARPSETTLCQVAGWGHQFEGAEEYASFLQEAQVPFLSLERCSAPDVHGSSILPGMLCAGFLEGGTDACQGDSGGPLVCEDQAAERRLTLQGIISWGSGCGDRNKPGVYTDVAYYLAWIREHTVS
14-3-3 Bad PPI – inhibitors of 14-3-3 zeta/Bad binding, primary screen, biochemical, TR-FRET, bovine 14-3-3 zeta; 14-3-3 protein zeta/delta (Bos taurus), P63103; TR-FRET 14-3-3zeta/Dy647-pBad peptide displacement, 1 h; inhibition, % at 21.7 µM; 220,000 compounds, 0.71% hits; AID 781, 2007;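 active = inhibition above about 70%, limit read from the data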;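 note: 0% = full 14-3-3 plus peptide FRET controls and 100% = background without 14-3-3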
eIF4E-4G inh – eIF4E–eIF4G protein interaction inhibitors, primary screen, biochemical, uHTS, TR-FRET, eIF4GI fragment. TR-FRET eIF4E-eIF4GI(517-606) binding, 2 h. inhibition, % at 21.7 µM. 220,000 compounds, 0.37% hits;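 active = inhibition above about 30%, limit read from the data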;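 note: 0% = full FRET control wells and 100% = background wells lacking eIF4GI fragment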
p97 inhibitor – inhibitors of human p97 ATPase, primary screen, biochemical; Transitional endoplasmic reticulum ATPase (Homo sapiens), P55072; recombinant p97 ATPase, Kinase-Glo ATP luminescence, 3 h; inhibition, % at 8 µM; 220,000 compounds, 0.42% hits; in the data active = inhibition above about 15%;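 note: 0% = DMSO vehicle and 100% = wells lacking enzyme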
KLK5 inh – human KLK5 protease inhibitors, primary screen, biochemical, 1536-well. recombinant hK5, fluorogenic AMC substrate cleavage. 210,000 compounds, 0.59% hits. inhibition, % at 5 µM. Kallikrein-5 (Homo sapiens), Q9Y337. AID 873, 2007;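 active = inhibition of 40% or more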;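 note: 0% = enzyme controls without compound and 100% = no-enzyme blanks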
Target sequence (Q9Y337 67-293 limits assumed): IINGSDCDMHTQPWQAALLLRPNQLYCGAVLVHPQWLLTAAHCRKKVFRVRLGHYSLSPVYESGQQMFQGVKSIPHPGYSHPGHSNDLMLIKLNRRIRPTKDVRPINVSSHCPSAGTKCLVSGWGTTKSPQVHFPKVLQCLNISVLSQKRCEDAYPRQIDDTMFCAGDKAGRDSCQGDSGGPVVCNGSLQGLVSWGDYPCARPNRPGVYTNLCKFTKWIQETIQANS
Rad51 HR inh – human RAD51 strand exchange inhibitors, primary screen, biochemical, fluorescence; DNA repair protein RAD51 homolog 1 (Homo sapiens), Q06609; hRad51 DNA strand exchange, fluorescence dequenching; inhibition, % at 10 µM; 200,000 compounds, 0.085% hits;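 active = inhibition above 40% at the single screening dose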;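 note: 0% = DMSO control wells and 100% = blanks with heterologous ssDNA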
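material = hRad51 filaments on single-stranded DNA | reagent = Donor/quencher-labelled 47-bp dsDNA substrate | compound = 10 µM final, single point | schedule = strand-exchange reaction 15 min at room temperature | measured by = fluorescein emission 520 nm, excitation 485 nm | read-out basis = % inhibition versus plate control and blank means | benchmarks = plate controls and plate blanks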
Wee1 degr inh – Wee1 degradation inhibitors, primary screen, cell-based, HeLa, Wee1K328M-luciferase, luminescence; Wee1-like protein kinase (Homo sapiens), P30291; 220,000 compounds, 1.2% hits; reporter increase, % at 5 µM; HeLa Luc-Wee1K328M stability; 100% = proteasome inhibitor MG132 effect;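 active = activation above the mean of all tested compounds plus 3 SD, set per screening run, cut at about 8.8% in these data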;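 note: cells exposed to compound for 20 h before luminescence read; 0% = DMSO alone and 100% = MG132 at 30 µM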
FXIa inh – human FXIa protease inhibitors, primary screen, biochemical, 1536-well. 220,000 compounds, 0.14% hits. purified FXIa, Boc-Glu-Ala-Arg-AMC fluorogenic substrate. inhibition, % at 5 µM;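 active = inhibition of at least 40%; inactive = inhibition below 40%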;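 note: fluorescence of freed AMC excited at 355 nm; 0% = enzyme without compound and 100% = no enzyme blank; many of its hits are not listed in these tables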
* = called active by the depositor; i = inactive; . = no result given; [ ] = dose if it differs, or a comment. An unsorted share of the library; 3.5% or so of the library scored in one or more.

smiles,MDM2 E3 inh,FXIIa inh 1536,14-3-3 Bad PPI,eIF4E-4G inh,p97 inhibitor,KLK5 inh,Rad51 HR inh,Wee1 degr inh,FXIa inh
CC(C)CCNC(=O)C(C)N(C(=O)Cn1nnc(-c2ccc(F)cc2)n1)C1CCCC1 (stereo not drawn),-4,-9,-1,5,-6,-41,0,0,-5
Cc1nc(CCNC(=O)c2cccs2)cs1,2,16,-4[fluorescence artefact?],1,2,-10,3,-1,9
C=CCOC(=O)C(C#N)c1nc2ccccc2nc1N1CCN(c2ccccc2OC)CC1 (stereo not drawn),-2,12,-1,4,3,3,.,1,3
O=C(Nc1ccc(N2CCOCC2)c(Cl)c1)c1ncn[nH]1,2,2,10[fluorescence artefact?],-10,6,-17,-7,1,-4
O=C(Nc1cccc2ccccc12)c1ccc(OC(=S)N2CCOCC2)cc1,-5,13,10,6,4,-24,.,1,10
CSc1nnc(C)c(=O)n1COC(=O)c1ccc([N+](=O)[O-])cc1,-7,2,-7,2,3,-1,12,5,-6
COc1ccc(C(O)P(=O)(OC2CCCCC2)c2ccc(N(C)C)cc2)cc1OC (stereo not drawn),-2,14,-6,4,4,-5,-5,0,1
Cc1ccc(C(=O)N2CCN=C2SCc2ccc([N+](=O)[O-])cc2)cc1,4,6,2,-6,4,-5,-8,-3,6
COc1cc(C(=O)Nc2ccc(NC(C)=O)cc2)ccc1OCc1ccccc1,-2,5,2,0,-5,-2,14,-3,-4
CCOC(=O)C1(Cc2ccccc2)CCN(Cc2ccc(C)s2)CC1,5,6,-5,11,1,2,17,3,-6

Additional records follow:
smiles,MDM2 E3 inh,FXIIa inh 1536,14-3-3 Bad PPI,eIF4E-4G inh,p97 inhibitor,KLK5 inh,Rad51 HR inh,Wee1 degr inh,FXIa inh
COc1cccc(C(=O)OCCN2CCCCC2)c1,3,18,18[fluorescence artefact?],-4,1,-6,1,0,11
O=C(Nc1cccc(-c2nc3ccccc3s2)c1)c1cc(=O)c2ccccc2o1,-11,9,36,-6,10,-9,-8,-1,8
Cc1nn(C(C)(C)C)c(OC(=O)c2ccc3c(c2)OCO3)c1S(=O)(=O)c1ccccc1,10,16,2,3,3,-7,4,6,2
COc1ccc2c(c1)O[C@@H](c1cccc(C(F)(F)F)c1)[C@H](O)C2=O,.,13,-4,3,4,1,.,-2,3
Cc1ccc(C(=O)NCC(=O)O)cc1S(=O)(=O)N1CCCCC1,1,20,-9,-8,5,-19,-6,-1,3
CCc1nnc(NC(=O)CSc2nc3c(c(=O)n2-c2ccccc2OC)SCC3)s1,-17,14,-21,-7,4,-13,5,1,0
COc1ccc(CNC(=O)C2CCN(S(=O)(=O)c3cc(OC)ccc3OC)CC2)cc1,-9,16,0,0[fluorescence artefact?],-5,-4,9,1,1
CC(OC(=O)c1ccc2ncsc2c1)C(=O)Nc1ncc(Cl)cc1Cl (stereo not drawn),12,7,1,-1,2,18,-1,-1,1
Cc1cc2cc(CNC(=O)c3ccc(S(=O)(=O)N4CCOCC4)cc3)ccc2[nH]1,-4,8,0,-24,.,1,5,.,4
Cc1c(Cl)cccc1NC(=O)c1ccc(-n2ccnc2)nc1,-9,6,-3,1,3,0,-25,0,-8

The list goes on:
smiles,MDM2 E3 inh,FXIIa inh 1536,14-3-3 Bad PPI,eIF4E-4G inh,p97 inhibitor,KLK5 inh,Rad51 HR inh,Wee1 degr inh,FXIa inh
O=C(O)CCSCC(=O)Nc1c(C(=O)C2CC2)oc2ccccc12,6,17,.,.,6,-3,-4,0,3
COc1cc2c(cc1OC)C1(Nc3c-2c(C)nn3-c2ccccc2)C(=O)Nc2ccccc21 (stereo not drawn),-16,12,-10,-3,-1,-2,.,5,6
COC(=O)Cn1c(C)c(C#N)c2ccccc21,0,8,7,0,2,-15,-14,0,1
O=C(NC1CCCc2ccccc21)C1CCN(S(=O)(=O)c2cnc[nH]2)CC1 (stereo not drawn),6,-3,6,4,-4,-4,-1,-2,-1
CN(CC(=O)Nc1ccc(F)cc1[N+](=O)[O-])Cc1ccccc1,-21,2,-12,4,3,-3,23,-2,-3
O=C(Cc1cccs1)N1CCN=C1SCc1cccc(F)c1,.,6,-5,0,-1,-1,12,5,-4
O=C(CCC(=O)c1cccs1)OCC(=O)c1ccc(Cl)s1,-14,10,-5,4,-8,-27,-7,-1,-4
N/C(=N\c1nc2ccccc2o1)NC(=O)c1cccc(Cl)c1,-10,8,-15,2,5,0,3,1,4
CC(=O)O[C@@H]1[C@H](OC(=O)CC(C)C)c2c(ccc3ccc(=O)oc23)OC1(C)C,.,15,0[fluorescence artefact?],5[fluorescence artefact?],1,-10,12,-2,1
COc1cccc2c(=O)n(CC(=O)Nc3ccccc3F)ccc12,-16,7,2,4,3,-4,-4,1,5

Other results.
smiles,MDM2 E3 inh,FXIIa inh 1536,14-3-3 Bad PPI,eIF4E-4G inh,p97 inhibitor,KLK5 inh,Rad51 HR inh,Wee1 degr inh,FXIa inh
O=C(Nc1nccs1)C1CCCN1S(=O)(=O)c1ccc(F)cc1 (stereo not drawn),6,-5,0,-3,-3,-5,10,-1,1
c1ccc2c3nnc4n(c-3nc2c1)CCCS4,2,19,.,.,-9,-4,1,2,2
CN(N)c1nc(C(F)(F)F)nc2ccccc12,-17,6,2,4,-1,0,-10,1,-1
CCc1ccccc1NC(=O)CN(C)C(=O)CSc1nn(-c2ccccc2)c(=S)s1,-13,9,0,2,-3,-3,-2,2,3
Cc1cc(C)n2nc(C(=O)OCC(=O)Nc3ccc4c(c3)OCO4)nc2n1,-5,13,-12,3,1,-26,-2,2,-14
COc1ccc(OC)c(/C=N\NC(=O)CSc2nnc(CCCc3ccc(OC)c(C)c3)o2)c1,3,-20,-4[fluorescence artefact?],2[fluorescence artefact?],-3,-1,-10,2,-14
CC1(C)CC(CCC(=O)NC(=S)Nc2ccccc2Cl)C(=O)O1 (stereo not drawn),5,6,-15,0,3,-3,5,1,2
CCNc1nc(NCC)nc(Oc2ccc(C(=O)OC)cc2)n1,-6,5,0,4,-1,-1,-6,-1,-3
COc1ccc(OCCCC(=O)Nc2cc([N+](=O)[O-])ccc2C)cc1,5,18,1,1,1,-10,0,1,0
CC(C)c1nnc(NC(=O)Cc2ccc(Br)cc2)s1,-1,15,-1[fluorescence artefact?],3,1,-7,29,3,8

Later entries.
smiles,MDM2 E3 inh,FXIIa inh 1536,14-3-3 Bad PPI,eIF4E-4G inh,p97 inhibitor,KLK5 inh,Rad51 HR inh,Wee1 degr inh,FXIa inh
O=C1/C(=C/c2cccnc2)SC(=S)N1c1ccc(F)cc1,-4,9,-2[fluorescence artefact?],-5,-3,-18,2,-4,11
COc1cc(OC)c(NC(=S)Nc2cccc(C(C)=O)c2)cc1Cl,6,19,-13,-6,5,0,-4,2,6
CCOC(=O)CSCC(=O)Nc1nnc(-c2cccc([N+](=O)[O-])c2)s1,.,15,11[fluorescence artefact?],2,3,-12,3,-1,7
O=C(CCS(=O)(=O)Cc1ccccc1)NCCc1ccccc1,-19,-3,-3,7,0,-9,-3,-1,-5
CC(=O)c1cccc(CN2CCN(CCC(C)C)C(CCO)C2)c1 (stereo not drawn),-11,9,-4,2,4,2,.,-4,12
COC(=O)c1n[nH]nc1-c1ccccc1,8,-2,-12,7,1,-10,-2,-3,-4
Cn1ccnc1Sc1nc(Nc2cccc(Cl)c2)nc(N2CCOCC2)n1,-20,9,2,6,-7,1,-5,0,3
COc1ccc(OC)c(NC(=O)c2ccc(CN3CCOCC3)cc2)c1,-17,5,8,-8[fluorescence artefact?],0,2,0,-3,-5
COCCOc1ccc(C(F)(F)F)cc1NC(=O)c1ccccc1,-13,4,-1,-2,1,-7,2,3,-2
CCOC(=O)/C(C#N)=N/Nc1ccccc1C#N,3,5,3,-2,5,1,-4,-3,0

The list goes on:
smiles,MDM2 E3 inh,FXIIa inh 1536,14-3-3 Bad PPI,eIF4E-4G inh,p97 inhibitor,KLK5 inh,Rad51 HR inh,Wee1 degr inh,FXIa inh
COc1ccc(NC(=O)CSc2nnc(-c3ccncc3)n2CC2CCCO2)c(OC)c1 (stereo not drawn),-11,12,1[fluorescence artefact?],1[fluorescence artefact?],6,1,-5,0,3
CCOC(=O)CSc1nnc(-c2c[nH]c3ccccc23)n1CC,-1,1,-1,-2,0,-3,-5,0,-7
Cc1cc(C(=O)COC(=O)c2ccc(O)cc2)c(C)n1CCc1ccc(F)cc1,-81,33,-10,-4,-4,17,-6,0,31
O=C(C1CC1)N1CCN(c2ccnc3cc(Cl)ccc23)CC1,-11,8,-6,0,0,-4,11,-2,3
O=C(CSc1nc2c(c(C(F)(F)F)n1)CCc1ccccc1-2)NCc1ccc(F)cc1,-6,1,-7,1,-3,-7,9,-3,-8
CC(C)(C)c1ccc(S(=O)(=O)NCc2ccc(C(=O)N3CCCC3)cc2)cc1,-17,6,-12,13,-5,0,4,4,-2
Cc1ccc(S(=O)(=O)N2CCC(C(=O)Nc3nnc(COc4ccccc4)s3)CC2)cc1,-24,3,-4,-4,-2,2,5,0,0
O=S(=O)([O-])CCC[n+]1c(/C=C\Nc2ccccc2)oc2ccc(-c3ccccc3)cc21,4,5,-6,3,4,-1,i,4,0
CCCCCOC(=O)CSc1nc2c(c(=O)[nH]c(=O)n2C)n1Cc1ccc(Cl)cc1,-12,9,-2,2,-5,-4,4,-1,1

Screening results deposited in PubChem BioAssay by several laboratories.
